High-throughput results (PubChem BioAssay)
PG9 Ab binder = PG9 antibody binding by small molecule | TR-FRET gp120-PG9 antibody binding | inhibition, % at 6.7 µM | 360,000 tested, 0.43% active | AID 624416; in the data active means inhibition above about 8.5%
rCAG binder = binds r(CAG) RNA repeats | 370,000 tested, 1.3% active | r(CAG) RNA repeat, TO-PRO-1 dye displacement fluorescence | inhibition, % at 3 µM;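 active means inhibition above the plate cutoff, the mean of all test compounds on that plate plus 3 SD, cut at about 35% in these data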;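 further: 0% = DMSO alone and 100% = 100 µM mitoxantrone as full dye displacement; higher means more dye released from RNA so lower well fluorescence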
Rev-erbA mod = Rev-erb alpha (human) modulation; Rev-erbα–FITC-DNA binding, fluorescence polarization, 90 min; 370,000 tested, 0.79% active; activity, % at 10 µM; P20393;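 active means activity above about 14%, limit read from the data; passing the limit was not always enough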;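 further: 0% = DMSO wells with 35 nM protein and 100% = DMSO wells with 750 nM protein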
UHRF1 binding = blocks human UHRF1 binding to methylated DNA. Q96T88. inhibition, % at 4.4 µM. UHRF1 binding to methylated oligo, TR-FRET. 370,000 tested, 0.75% active. AID 687016; in the data active means inhibition above about 21%;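 further: UHRF1 SRA domain binding a hemimethylated CpG hairpin DNA probe; 0% = median of test compound wells and 100% = reference inhibitor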
HTRA1 inhibitor = HTRA1 (human) protease inhibition; recombinant HTRA1, FP-rhodamine activity-based probe, fluorescence polarization; inhibition, % at 5.96 µM; 340,000 tested, 0.5% active; AID 504803; in the data active means inhibition above about 36%;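 further: 0% = enzyme with DMSO and 100% = wells lacking enzyme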
ABHD4 inh = ABHD4 (mouse) inhibition, primary FP screen; Q8VD66; purified mABHD4, FP-Rh probe fluorescence polarization; inhibition, % at 8.92 µM; 370,000 tested, 0.54% active; AID 720543;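 active means inhibition exceeding the mean over every tested compound plus 3 SD, cut at about 30% in these data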;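 further: 0% = plate median of compound wells and 100% = S159A mutant with DMSO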
Target sequence (Q8VD66 whole entry, looked up): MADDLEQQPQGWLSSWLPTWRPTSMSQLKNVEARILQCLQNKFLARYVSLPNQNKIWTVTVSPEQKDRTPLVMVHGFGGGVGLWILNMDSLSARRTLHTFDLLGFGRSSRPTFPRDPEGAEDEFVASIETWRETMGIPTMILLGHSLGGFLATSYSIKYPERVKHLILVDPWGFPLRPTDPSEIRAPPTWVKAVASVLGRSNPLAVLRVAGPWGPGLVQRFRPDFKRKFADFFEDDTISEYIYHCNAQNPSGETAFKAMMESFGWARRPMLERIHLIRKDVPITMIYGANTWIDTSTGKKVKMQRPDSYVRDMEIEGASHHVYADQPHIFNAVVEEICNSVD
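system = mouse ABHD4 enzyme, wild type | medium = HEPES pH 7.0, NaCl, Pluronic buffer | also added = FP-Rh probe | incubation = Enzyme–compound pre-incubation 45 min, then probe 60 min, both 25 °C | technique = fluorescence polarization, excitation 525 nm, emission 598 nm, BODIPY TMR filters | controls = S159A mutant high control, sample median low control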
PRMT1 inh = blocks human protein arginine methyltransferase 1. Q99873. recombinant PRMT1, activity-based probe fluorescence polarization. inhibition, % at 2.79 µM. 370,000 tested, 1.3% active. AID 652257;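 active means inhibition above about 21% made by adding two undisclosed values, limit read from the data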
TCR CD3 inh = inhibitors of human TCR-CD3 interaction; TAMRA-labeled TCR probe fluorescence, biochemical; 360,000 tested, 0.37% active; AID 651800; inhibition, % at 9.4 µM; in the data active means inhibition above about 19%;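 further: recombinant mutant TCR 2C K166C tagged with TAMRA read by polarization; 0% = receptor in buffer alone and 100% = receptor with positive control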
LEDGF integ inh = blocks HIV-1 LEDGF/p75-dependent DNA integration | TR-FRET IN-LEDGF/p75 DNA integration, Eu/Cy5 | inhibition, % at 3.7 µM | 370,000 tested, 0.64% active | AID 743269;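 active means inhibition above the screen-wide mean plus 3 SD, cut at about 13% in these data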;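 further: signal is the Cy5 over europium emission ratio at 671 and 618 nm; 0% = plate median of compound wells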
MBD2 DNA inh = MBD2-methylated oligo binding inhibition. Q9UBB5. TR-FRET, MBD2 binding to methylated oligonucleotide. inhibition, % at 4.4 µM. 370,000 tested, 0.31% active. AID 686964; in the data active means inhibition above about 13%
Target sequence (Q9UBB5 whole entry, looked up): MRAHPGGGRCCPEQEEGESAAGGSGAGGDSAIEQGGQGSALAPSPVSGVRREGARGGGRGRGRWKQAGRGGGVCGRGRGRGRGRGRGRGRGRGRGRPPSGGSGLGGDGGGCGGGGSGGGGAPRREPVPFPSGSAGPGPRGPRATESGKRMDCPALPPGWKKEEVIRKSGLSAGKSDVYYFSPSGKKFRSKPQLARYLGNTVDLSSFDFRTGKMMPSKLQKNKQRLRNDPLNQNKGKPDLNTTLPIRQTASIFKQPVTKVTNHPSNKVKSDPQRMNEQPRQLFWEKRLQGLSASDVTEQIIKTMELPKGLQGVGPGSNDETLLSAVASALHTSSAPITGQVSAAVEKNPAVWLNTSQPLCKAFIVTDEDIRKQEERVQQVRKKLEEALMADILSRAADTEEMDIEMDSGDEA
* = called active by the depositor. Not all compounds are listed; count on the stated rates, not on these rows.

How did Cc1ccc(S(=O)(=O)N2CCN(C(=O)C3CSC4(C)CCC(=O)N34)CC2)cc1C (stereo unspecified) do in these assays?
PG9 Ab binder: 1.6; rCAG binder: -2; Rev-erbA mod: -2; UHRF1 binding: 3; HTRA1 inhibitor: 1; ABHD4 inh: -2; PRMT1 inh: 2; TCR CD3 inh: -8; LEDGF integ inh: -3; MBD2 DNA inh: 2

Results for Nc1ccc2ccccc2c1[N+](=O)[O-] ?
PG9 Ab binder: -2.6; rCAG binder: 3; Rev-erbA mod: 14; UHRF1 binding: -6; HTRA1 inhibitor: -5; ABHD4 inh: 0; PRMT1 inh: -2; TCR CD3 inh: 1; LEDGF integ inh: -6; MBD2 DNA inh: -12

Results for Cc1cccc(C)c1Nc1nnc(SCc2nc3ccccc3c(=O)[nH]2)s1 ?
PG9 Ab binder: -0.9; rCAG binder: -5; Rev-erbA mod: 7; UHRF1 binding: 0; HTRA1 inhibitor: -4; ABHD4 inh: 4; PRMT1 inh: -2; TCR CD3 inh: 11; LEDGF integ inh: 3; MBD2 DNA inh: -4

What do the screens show for `CCCn1c(N)c(C(=O)CSc2nnc(C3CC3)n2-c2ccccc2)c(=O)[nH]c1=O`?
PG9 Ab binder: 1.9; rCAG binder: -1; Rev-erbA mod: 4; UHRF1 binding: 3; HTRA1 inhibitor: 3; ABHD4 inh: 1; PRMT1 inh: 4; TCR CD3 inh: -7; LEDGF integ inh: -3; MBD2 DNA inh: -7

How did COc1ccc(-c2cc(CNC(=O)CN(C)Cc3ccccc3)on2)cc1 do in these assays?
PG9 Ab binder: -0.4; rCAG binder: 2; Rev-erbA mod: -6; UHRF1 binding: -3; HTRA1 inhibitor: -3; ABHD4 inh: 1; PRMT1 inh: -2; TCR CD3 inh: 2; LEDGF integ inh: -1; MBD2 DNA inh: 1

How did O=[N+]([O-])c1ccc(CN2CCCCCC2)s1 do in these assays?
PG9 Ab binder: -3.4; rCAG binder: 1; Rev-erbA mod: -2; UHRF1 binding: -2; HTRA1 inhibitor: 5; ABHD4 inh: 15; PRMT1 inh: 1; TCR CD3 inh: 7; LEDGF integ inh: 2; MBD2 DNA inh: -8

Results for CC(=O)c1cccc(NC(=O)c2cc(S(=O)(=O)N3CCCCC3)ccc2N2CCOCC2)c1 ?
PG9 Ab binder: -3.2; rCAG binder: 2; Rev-erbA mod: 3; UHRF1 binding: 0; HTRA1 inhibitor: -2; ABHD4 inh: 1; PRMT1 inh: -2; TCR CD3 inh: -3; LEDGF integ inh: 2; MBD2 DNA inh: 1

Results for COc1cccc(CNc2nc3ccc(C)cc3n3cnnc23)c1 ?
PG9 Ab binder: 1.8; rCAG binder: 2; Rev-erbA mod: 26*; UHRF1 binding: 2; HTRA1 inhibitor: -1; ABHD4 inh: 2; PRMT1 inh: 2; TCR CD3 inh: 4; LEDGF integ inh: 1; MBD2 DNA inh: 2

How did O=C(Nc1nc2ccc(Cl)cc2s1)c1cccc(N2C(=O)CCC2=O)c1 do in these assays?
PG9 Ab binder: 1.2; rCAG binder: 7; Rev-erbA mod: 43*; UHRF1 binding: 0; HTRA1 inhibitor: -5; ABHD4 inh: 3; PRMT1 inh: 1; TCR CD3 inh: -6; LEDGF integ inh: -2; MBD2 DNA inh: 6

How did Cc1ccc(S(=O)(=O)N2CCCC2C(=O)OCC(=O)Nc2ccc3c(c2)OCO3)cc1 (stereo unspecified) do in these assays?
PG9 Ab binder: 0.1; rCAG binder: -5; Rev-erbA mod: 2; UHRF1 binding: -1; HTRA1 inhibitor: -3; ABHD4 inh: 0; PRMT1 inh: -3; TCR CD3 inh: 5; LEDGF integ inh: 1; MBD2 DNA inh: -1

Results for Cc1ccc(S(=O)(=O)N2CCCCC2)cc1NC(=O)c1cc(=O)[nH]c2ccccc12 ?
PG9 Ab binder: 1.5; rCAG binder: 6; Rev-erbA mod: -1; UHRF1 binding: -1; HTRA1 inhibitor: -7; ABHD4 inh: 4; PRMT1 inh: 1; TCR CD3 inh: -6; LEDGF integ inh: 0; MBD2 DNA inh: -7

How did CC(C)(C)OC(=O)N1CC2Cc3[nH]c(=O)ccc3C(C2)C1 (stereo unspecified) do in these assays?
PG9 Ab binder: -0.8; rCAG binder: 4; Rev-erbA mod: -5; UHRF1 binding: 5; HTRA1 inhibitor: -5; ABHD4 inh: -5; PRMT1 inh: -3; TCR CD3 inh: -5; LEDGF integ inh: 2; MBD2 DNA inh: -6

Results for CC1C(=O)NN=C1C(=O)N/N=C/c1ccco1 (stereo unspecified) ?
PG9 Ab binder: -6.2; rCAG binder: -1; Rev-erbA mod: 2; UHRF1 binding: 1; HTRA1 inhibitor: -3; ABHD4 inh: 1; PRMT1 inh: 6; TCR CD3 inh: -7; LEDGF integ inh: -15; MBD2 DNA inh: 0

Results for Cc1ccccc1CC(=O)NCCN1CCCCC1 ?
PG9 Ab binder: 1.6; rCAG binder: -3; Rev-erbA mod: -6; UHRF1 binding: 0; HTRA1 inhibitor: 4; ABHD4 inh: 8; PRMT1 inh: 3; TCR CD3 inh: 4; LEDGF integ inh: 1; MBD2 DNA inh: -1

How did COCCNC(=S)NC(=O)c1ccc(C(C)(C)C)cc1 do in these assays?
PG9 Ab binder: -1.8; rCAG binder: -7; Rev-erbA mod: 1; UHRF1 binding: 1; HTRA1 inhibitor: -9; ABHD4 inh: -3; PRMT1 inh: 4; TCR CD3 inh: -1; LEDGF integ inh: -5; MBD2 DNA inh: 1

What do the screens show for `O=C(CN(Cc1ccco1)S(=O)(=O)c1ccccc1)N/N=C/c1ccccc1C(=O)O`?
PG9 Ab binder: -1.1; rCAG binder: 7; Rev-erbA mod: 7; UHRF1 binding: 4; HTRA1 inhibitor: -13; ABHD4 inh: -1; PRMT1 inh: 0; TCR CD3 inh: -8; LEDGF integ inh: -1; MBD2 DNA inh: -2

How did S=c1[nH]nc(CSCc2ccccc2Cl)n1C1CCCCC1 do in these assays?
PG9 Ab binder: 3.2; rCAG binder: -1; Rev-erbA mod: 2; UHRF1 binding: 0; HTRA1 inhibitor: -18; ABHD4 inh: 15; PRMT1 inh: 16; TCR CD3 inh: -2; LEDGF integ inh: 5; MBD2 DNA inh: 4

What do the screens show for `COc1ccc(/C=C/C(=O)NCCCn2ccnc2)cc1`?
PG9 Ab binder: -0.1; rCAG binder: 8; Rev-erbA mod: 0; UHRF1 binding: 2; HTRA1 inhibitor: 2; ABHD4 inh: -5; PRMT1 inh: 0; TCR CD3 inh: -11; LEDGF integ inh: 0; MBD2 DNA inh: 1

What do the screens show for `CCOC(=O)C1=CN(Cc2cccc(I)c2)S(=O)(=O)N(C)C1C` (stereo unspecified)?
PG9 Ab binder: 0.2; rCAG binder: 0; Rev-erbA mod: 3; UHRF1 binding: 0; HTRA1 inhibitor: -20; ABHD4 inh: -13; PRMT1 inh: 1; TCR CD3 inh: -4; LEDGF integ inh: -7; MBD2 DNA inh: 3

What do the screens show for `CS(=O)(=O)N(CC(=O)NCc1ccc2c(c1)OCO2)Cc1ccccc1`?
PG9 Ab binder: -1.7; rCAG binder: -4; Rev-erbA mod: -5; UHRF1 binding: -1; HTRA1 inhibitor: -5; ABHD4 inh: 2; PRMT1 inh: -3; TCR CD3 inh: 3; LEDGF integ inh: 0; MBD2 DNA inh: 0

2 entries picked at random from those above, as already listed:
How did O=C(Nc1nc2ccc(Cl)cc2s1)c1cccc(N2C(=O)CCC2=O)c1 do in these assays?
PG9 Ab binder: 1.2; rCAG binder: 7; Rev-erbA mod: 43*; UHRF1 binding: 0; HTRA1 inhibitor: -5; ABHD4 inh: 3; PRMT1 inh: 1; TCR CD3 inh: -6; LEDGF integ inh: -2; MBD2 DNA inh: 6

Results for Cc1ccc(S(=O)(=O)N2CCCCC2)cc1NC(=O)c1cc(=O)[nH]c2ccccc12 ?
PG9 Ab binder: 1.5; rCAG binder: 6; Rev-erbA mod: -1; UHRF1 binding: -1; HTRA1 inhibitor: -7; ABHD4 inh: 4; PRMT1 inh: 1; TCR CD3 inh: -6; LEDGF integ inh: 0; MBD2 DNA inh: -7

Continuation.
Results for O=C(O)COc1ccccc1/C=C1\SC(=O)N(Cc2ccc(F)cc2)C1=O ?
PG9 Ab binder: -0.2; rCAG binder: 37*; Rev-erbA mod: -3; UHRF1 binding: 1; HTRA1 inhibitor: -5; ABHD4 inh: 11; PRMT1 inh: 2; TCR CD3 inh: 0; LEDGF integ inh: 3; MBD2 DNA inh: -1

How did O=C(NCc1ccncc1)c1nc(-c2cccs2)no1 do in these assays?
PG9 Ab binder: -1.8; rCAG binder: 1; Rev-erbA mod: 0; UHRF1 binding: -3; HTRA1 inhibitor: 7; ABHD4 inh: -4; PRMT1 inh: -2; TCR CD3 inh: 0; LEDGF integ inh: 6; MBD2 DNA inh: 0

Results for CCn1c(C(C)NC(=O)c2ccc(OC)c(OC)c2)nc2ccccc21 (stereo unspecified) ?
PG9 Ab binder: -0.3; rCAG binder: -6; Rev-erbA mod: 0; UHRF1 binding: 5; HTRA1 inhibitor: 1; ABHD4 inh: -3; PRMT1 inh: 1; TCR CD3 inh: -5; LEDGF integ inh: 0; MBD2 DNA inh: 2

What do the screens show for `Cc1ccc(CNc2ncnc3cc(Cl)ccc23)cc1`?
PG9 Ab binder: -0.1; rCAG binder: -2; Rev-erbA mod: 1; UHRF1 binding: 0; HTRA1 inhibitor: -31; ABHD4 inh: -4; PRMT1 inh: 4; TCR CD3 inh: -1; LEDGF integ inh: -2; MBD2 DNA inh: 6

How did O=C(c1cccs1)N1N=C(c2ccccc2)CC1c1ccc(O)cc1 (stereo unspecified) do in these assays?
PG9 Ab binder: 0.0; rCAG binder: 9; Rev-erbA mod: 3; UHRF1 binding: 3; HTRA1 inhibitor: -48; ABHD4 inh: -38; PRMT1 inh: 1; TCR CD3 inh: -7; LEDGF integ inh: 6; MBD2 DNA inh: 0

What do the screens show for `COc1cccc(N2CCN(CC(=O)NC(C)c3ccccc3)CC2)c1` (stereo unspecified)?
PG9 Ab binder: -0.5; rCAG binder: -7; Rev-erbA mod: 0; UHRF1 binding: 1; HTRA1 inhibitor: 0; ABHD4 inh: 0; PRMT1 inh: 1; TCR CD3 inh: 7; LEDGF integ inh: -2; MBD2 DNA inh: -5

How did CCc1ccc(-c2cc(C)no2)cc1S(=O)(=O)N1CCN(c2ccc(OC)cc2)CC1 do in these assays?
PG9 Ab binder: -2.2; rCAG binder: 5; Rev-erbA mod: 1; UHRF1 binding: -3; HTRA1 inhibitor: -8; ABHD4 inh: 2; PRMT1 inh: 2; TCR CD3 inh: -1; LEDGF integ inh: 1; MBD2 DNA inh: 2

Filtered by structure, the entries above containing a furan ring, fused or not (2)
Results for CC1C(=O)NN=C1C(=O)N/N=C/c1ccco1 (stereo unspecified) ?
PG9 Ab binder: -6.2; rCAG binder: -1; Rev-erbA mod: 2; UHRF1 binding: 1; HTRA1 inhibitor: -3; ABHD4 inh: 1; PRMT1 inh: 6; TCR CD3 inh: -7; LEDGF integ inh: -15; MBD2 DNA inh: 0

What do the screens show for `O=C(CN(Cc1ccco1)S(=O)(=O)c1ccccc1)N/N=C/c1ccccc1C(=O)O`?
PG9 Ab binder: -1.1; rCAG binder: 7; Rev-erbA mod: 7; UHRF1 binding: 4; HTRA1 inhibitor: -13; ABHD4 inh: -1; PRMT1 inh: 0; TCR CD3 inh: -8; LEDGF integ inh: -1; MBD2 DNA inh: -2
